HEK293 NOD2/NF-kB: NOD2 signaling inhibitors, cell-based, luminescence, uHTS, HEK293 (AID 1566); 290,000 tested, 0.63% active; HEK293 NOD2/NF-kB luciferase reporter, luminescence; higher % means a stronger effect; inhibition, % at 4 µM, or EC50 in µM where a hit was titrated; further: many of its hits are not listed in these tables
Dynein cargo inh: dynein cargo transport inhibition | 3617.4 mouse cells, GR-EGFP nuclear translocation imaging; test concentration mostly 20 µM; stimulated with dexamethasone, 1 µM; stronger effect = lower value | 220,000 tested, 0.47% active | z-score, hits read low | AID 1381;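 active means plate z-score of nuclear minus cytoplasmic receptor signal below a set negative limit, without overly bright fluorescence or cell loss, cut at about -3.5 in these data, passing the limit was not always enough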;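 further: z-score of nuclear minus cytoplasmic ring GR-EGFP intensity difference per well; some compounds called inactive have numbers as strong as hits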
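Also added: dexamethasone, 1.0 µM final. Medium: tet-free, stripped-serum medium. Detection: fixed, Hoechst-stained cells imaged at 10x for EGFP. Read-out: nuclear-to-cytoplasmic GR-EGFP distribution per well. Times: induction 48 h, compound 1 h, agonist 30 min.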
KOR beta-arrestin-1: KOR agonists, beta-arrestin recruitment, primary screen, cell-based, luminescence, uHTS (AID 1777); 280,000 tested, 0.02% active; KOR beta-arrestin recruitment, luminescence; higher % means a stronger effect; activation, % at 10 µM, or EC50 in µM where a hit was titrated; in the data active means activation above about 50%, passing the limit was not always enough; further: a part of the inactive calls stands beside numbers as strong as those of hits
P. falciparum M1AAP: P. falciparum M1AAP inhibitors, biochemical, fluorogenic H-Leu-NHMec substrate, 1536-well (AID 1445); recombinant M1AAP, H-Leu-NHMec fluorogenic kinetic assay; higher % means a stronger effect; inhibition, % at 30 µM, or IC50 in µM where a hit was titrated; 220,000 tested, 0.42% active;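 active means primary inhibition above the hit cutoff, then over 50% inhibition at one or more dose response concentrations, cut at about 23% in these data, passing the limit was not always enough; inconclusive means conflicting primary data, or primary hits not chosen for dose response; inactive means low primary inhibition, or under 50% at every dose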;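 further: plate controls were DMSO full reaction for no effect and no enzyme background for full effect; strong numbers were not always called active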
GPR55 beta-arrestin: GPR55 agonists via beta-arrestin recruitment, primary screen, imaging, U2OS cells, beta-arrestin-GFP redistribution (AID 1961); U2OS GPR55 beta-arrestin-GFP redistribution imaging; higher % means a stronger effect; 290,000 tested, 0.048% active; activation, % at 10 µM; hits with a dose series show EC50 in µM;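 active means activation above 40% with more than 50 cells counted in the well; inconclusive means wells holding fewer than 50 cells, flagged as toxic or sparse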;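 further: U2OS osteosarcoma cells stably expressing GPR55 and beta-arrestin-GFP; plate controls were DMSO negative control for no effect and LPI positive control for full effect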
NOD1 NF-kB reporter: NOD1 signaling inhibitors, primary screen, cell-based, luminescence, uHTS (AID 1578) | inhibition, % at 4 µM; hits with a dose series show EC50 in µM | NOD1-driven NF-kB luciferase reporter cells, luminescence; higher % means a stronger effect | 290,000 tested, 1% active; in the data active means inhibition mostly above about 36%, no sharp cut-off; inactive means mostly below about 34%;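 further: HEK-293T reporter cells stimulated with the NOD1 agonist gamma-tri-DAP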
M17LAP inhibition: P. falciparum M17LAP inhibitors, primary screen, biochemical, fluorogenic H-Leu-NHMec substrate, 1536-well (AID 1619); 220,000 tested, 0.38% active; recombinant M17LAP, H-Leu-NHMec fluorogenic kinetic assay; higher % means a stronger effect; inhibition, % at 30 µM, or IC50 in µM where a hit was titrated;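 active means compound inhibiting the enzyme by more than half at any dose during confirmatory dose-response retesting; inconclusive means strong single-dose inhibitors picked by rank but not retested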;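 further: plate controls were full reaction with DMSO carrier for no effect and no enzyme background for full effect; strong numbers were not always called active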
AID2073: inhibitors of Mint1-CaV2.2 protein interaction, biochemical, HTRF (AID 2073). HTRF protein-protein interaction, Mint1-CaV2.2; higher % means a stronger effect. inhibition, % at 20 µM; hits with a dose series show IC50 in µM. 290,000 tested, 0.19% active; in the data active means inhibition mostly above about 51%, no sharp cut-off; inconclusive means no clear call, values can overlap the other calls; inactive means mostly below about 53%; further: some results filed as inactive read as strong as hits
KOR beta-arrestin-2: kappa opioid receptor blockers – cell-based, luminescence, uHTS (AID 1778); KOR beta-arrestin recruitment, luminescence, antagonist mode; higher % means a stronger effect; 290,000 tested, 0.091% active; one-dose inhibition, % at 10 µM; IC50 in µM for titrated hits; further: strong numbers were not always called active
Dynein cargo inh cytoplasmic EGFP: second read-out of Dynein cargo inh, no call of its own (marks repeat the call); z-score; measured here: cytoplasmic GR-EGFP intensity; stronger effect = higher value
Dynein cargo inh nuclear GR-EGFP: also measured in Dynein cargo inh; calls as there; z-score; measured here: nuclear GR-EGFP intensity;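 lower value marks the stronger effect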
Dynein cargo inh cell count: also measured in Dynein cargo inh; calls as there; z-score; measured here: cell count per field
Numbers without * were called inactive; ? = inconclusive; nt = not tested or not shown; [ ] = dose if it differs, or a comment. Unless noted, no stated cut-off is given here; in the data, active means inhibition above about 50%; inactive means the rest. A portion of the library. The share of hits here may be higher or lower than overall.

SMILES	HEK293 NOD2/NF-kB	Dynein cargo inh	Dynein cargo inh cytoplasmic EGFP	Dynein cargo inh nuclear GR-EGFP	Dynein cargo inh cell count	KOR beta-arrestin-1	P. falciparum M1AAP	GPR55 beta-arrestin	NOD1 NF-kB reporter	M17LAP inhibition	AID2073	KOR beta-arrestin-2
COc1cccc(Cn2cccc(NC(=O)NC3CCCCC3)c2=O)c1	25%	-0.65	-0.13	-0.059	0.28	-3.1%	1%	-0.1%	12%	-2%	0%	26%
C/C(=C\C(=O)c1ccc(Cl)s1)N(C)C	13%	-0.19	-0.31	0.48	-0.069	1.7%	10%	-0.1%	-5%	18%	-1%	-1%[20 µM]
Cc1ccc(CN2CCN(CCC(C)C)C(CCO)C2)s1 (centres undefined)	16%	-0.66	-0.13	-0.23	0.71	-0.2%	6%	-0.2%	-13%	1%	?	-27%
CCOc1ccc(NC(=O)CN2C(=O)C3CCCN3C2=O)cc1 (centres undefined)	4%	0.33	-0.052	0.56	-1	-1.9%	-5%	0.2%	-16%	3.2µM*	-4%	17%
CCN(CC(=O)Nc1ccc(C(C)=O)cc1)CC(=O)Nc1cccc(OC)c1	14%	-0.79	-0.22	-0.59	0.17	-4.7%	8%	0.6%	-16%	20%	-3%	8%
CCOC(=O)c1cccc(NC(=O)Nc2ccc(OCC)cc2)c1	-39%	-0.56	-0.34	-0.22	1	-2.9%	6%	2.6%	-14%	6%	4%	1%
CCOc1ccc(C(=O)OCC(=O)NCc2ccco2)cc1OCC	16%	-0.035	-0.15	-0.21	0.35	0.0%	7%	-0.2%	22%	27%	21%	3%
CCOC(=O)c1cnc(SCC(=O)c2ccccc2)nc1N	-75%	2.6	-0.12	1.4	-1.6	-3.8%	7%	0.1%	-98%	12%	-36%	14%
Cc1ccc(C)c(OC(C)C(=O)Nc2ccc(S(=O)(=O)Nc3nccs3)cc2)c1 (centres undefined)	22%	nt	nt	nt	nt	-6.7%	nt	0.1%	21%	nt	8%	2%
COc1cc(CCCN2C(N)=NC[C@@H]2Cc2ccc(O)cc2)cc(OC)c1OC	12%	-0.19	-0.79	0.0015	0.48	3.0%	-2%	-0.1%	-4%	5%	-12%	34%
O=C(Nc1cccc(C(F)(F)F)c1)c1cnccn1	12%	0.64	0.28	1.1	-1.5	-4.2%	-4%	-0.1%	-10%	-6%	-4%	-21%
CN(C)c1ccc(C(=S)N2CCN(S(=O)(=O)c3ccccc3)CC2)cc1	-15%	nt	nt	nt	nt	1.2%	nt	-0.2%	-14%	nt	-3%	-38%
CCN(CC)C(=O)/C(=C\c1ccc(Br)cc1)NC(=O)c1ccccc1OC	4%	-0.59	-0.21	-0.36	0.33	-0.1%	6%	-0.2%	-17%	5%	-3%	18%
Clc1ccccc1N=C1SCCS1	9%	0.83	-0.22	0.84	-0.17	0.1%	2%	-0.2%	5%	-9%	-9%	38%
O=C(NC12CC3CC(CC(C3)C1)C2)c1ccc(-c2ccc(Cl)cc2)o1	-60%	0.084	-0.25	0.12	0.63	1.4%	3%	3.0%	-53%	-3%	3%	-41%

Results in P. falciparum M1AAP and KOR beta-arrestin-2 (2 entries from above):
canonical_smiles	P. falciparum M1AAP	KOR beta-arrestin-2
O=C(Nc1cccc(C(F)(F)F)c1)c1cnccn1	-4%	-21%
CN(C)c1ccc(C(=S)N2CCN(S(=O)(=O)c3ccccc3)CC2)cc1	nt	-38%

(list continues)
SMILES	HEK293 NOD2/NF-kB	Dynein cargo inh	Dynein cargo inh cytoplasmic EGFP	Dynein cargo inh nuclear GR-EGFP	Dynein cargo inh cell count	KOR beta-arrestin-1	P. falciparum M1AAP	GPR55 beta-arrestin	NOD1 NF-kB reporter	M17LAP inhibition	AID2073	KOR beta-arrestin-2
COc1ccc(N2CCN(C(c3ccccc3)c3sc4nc(C)nn4c3O)CC2)cc1 (centres undefined)	-9%	2.1	-0.49	1.8	-1.9	-5.3%	4%	-0.1%	-6%	-2%	-7%	8%
COc1ccc(-c2nc(N)n(C(=O)c3ccc(C)cc3)n2)cc1	11%	-0.8	-0.3	-0.6	1.2	11%	0%	-0.3%	-7%	5%	-1%	-20%
CCCCN(NC(C)=O)c1nc(Cl)nc(NC(C)C)n1	12%	-1.6	-0.13	-0.81	0.94	-1.8%	9%	0.3%	-27%	1%	-24%	5%
C=CCc1cc(OC)ccc1OCCON1C(=O)CCC1=O	-14%	-0.87	-0.02	-1	0.42	0.6%	5%	0.0%	-18%	3%	0%	8%
Cn1c(NC(=O)c2ccccc2C(F)(F)F)cc(=O)n(C)c1=O	-4%	-0.21	-0.17	0.086	-0.14	-3.3%	2%	-0.1%	-32%	-5%	0%	-10%
CCOC(=O)CC1C(=O)NCCN1C(=O)c1ccc(Cl)c(Cl)c1 (centres undefined)	7%	nt	nt	nt	nt	-5.2%	nt	0.4%	-8%	nt	4%	9%
Cc1ccc(-n2nnnc2SCc2ccc(C(=O)O)cc2)cc1C	5%	nt	nt	nt	nt	-4.0%	nt	-0.1%	-3%	nt	-4%	5%
CCOC(=O)C1CCCN(Cc2ccccc2OCC)C1 (centres undefined)	12%	-0.22	0.65	0.014	0.24	3.2%	-1%	0.2%	-23%	1%	0%	26%
CCOC(=O)Cn1ccc(NC(=O)c2ccc3c(c2)OCO3)n1	7%	nt	nt	nt	nt	-8.5%	nt	0.1%	-10%	nt	4%	-3%
COc1ccc(-n2c(SCC(=O)Nc3cc(C)on3)nc3ccccc3c2=O)cc1Cl	37%	1.6	-0.31	1.5	-1.4	-8.4%	1%	-0.1%	8%	-1%	-5%	-8%[20 µM]
COc1cc(/C=C2/SC(N)=NC2=O)ccc1Oc1ccc([N+](=O)[O-])cc1[N+](=O)[O-]	-25%	1.3	-0.049	1	-1.5	5.8%	-10%	-0.3%	27%	-11%	26%	-5%
Cn1ncc2c(O/N=C(\N)c3ccc(C(F)(F)F)cc3)ncnc21	8%	-0.13	-0.26	0.54	1.3	-0.1%	16%	0.0%	-5%	-5%	-5%	0%
Cc1ccsc1C(=O)N1CCc2ccccc2C1	-24%	nt	nt	nt	nt	-3.8%	nt	-0.1%	-42%	nt	3%	4%
O=C(O)CNc1ccc(S(=O)(=O)C(F)(F)F)cc1[N+](=O)[O-]	1%	-0.053	-0.25	0.007	0.56	0.0%	-1%	0.9%	-11%	10%	4%	13%
COc1ccc(-c2ccccc2)cc1NCc1ccc(OC)c(OC)c1	-4%	-0.35	-0.26	-0.46	0.38	2.8%	7%	0.0%	5%	7%	4%	6%

2 records drawn at random from those above, as already listed:
SMILES	HEK293 NOD2/NF-kB	Dynein cargo inh	Dynein cargo inh cytoplasmic EGFP	Dynein cargo inh nuclear GR-EGFP	Dynein cargo inh cell count	KOR beta-arrestin-1	P. falciparum M1AAP	GPR55 beta-arrestin	NOD1 NF-kB reporter	M17LAP inhibition	AID2073	KOR beta-arrestin-2
Cn1c(NC(=O)c2ccccc2C(F)(F)F)cc(=O)n(C)c1=O	-4%	-0.21	-0.17	0.086	-0.14	-3.3%	2%	-0.1%	-32%	-5%	0%	-10%
Cn1ncc2c(O/N=C(\N)c3ccc(C(F)(F)F)cc3)ncnc21	8%	-0.13	-0.26	0.54	1.3	-0.1%	16%	0.0%	-5%	-5%	-5%	0%

Profiles as entered above. Order of values: HEK293 NOD2/NF-kB, Dynein cargo inh, Dynein cargo inh cytoplasmic EGFP, Dynein cargo inh nuclear GR-EGFP, Dynein cargo inh cell count, KOR beta-arrestin-1, P. falciparum M1AAP, GPR55 beta-arrestin, NOD1 NF-kB reporter, M17LAP inhibition, AID2073, KOR beta-arrestin-2
`COc1cccc(Cn2cccc(NC(=O)NC3CCCCC3)c2=O)c1` in the list: 25%, -0.65, -0.13, -0.059, 0.28, -3.1%, 1%, -0.1%, 12%, -2%, 0%, 26%
`C=CCc1cc(OC)ccc1OCCON1C(=O)CCC1=O` in the list: -14%, -0.87, -0.02, -1, 0.42, 0.6%, 5%, 0.0%, -18%, 3%, 0%, 8%

(next part)
SMILES	HEK293 NOD2/NF-kB	Dynein cargo inh	Dynein cargo inh cytoplasmic EGFP	Dynein cargo inh nuclear GR-EGFP	Dynein cargo inh cell count	KOR beta-arrestin-1	P. falciparum M1AAP	GPR55 beta-arrestin	NOD1 NF-kB reporter	M17LAP inhibition	AID2073	KOR beta-arrestin-2
N#Cc1c(-c2ccc([N+](=O)[O-])cc2)nc2n(c1=O)CCS2	4%	nt	nt	nt	nt	-5.6%	nt	0.3%	-4%	nt	-1%	1%
COc1ccc2c(c1)C(=O)C(=O)N2CC1COc2ccccc2O1 (centres undefined)	-2%	nt	nt	nt	nt	3.4%	nt	-0.2%	-10%	nt	9%	-202%
CCN=C1S/C(=C\c2ccc(N3CCOCC3)cc2C)C(=O)N1CC	-3%	0.13	-0.053	0.38	-0.62	0.1%	8%	-0.3%	-27%	3%	7%	-8%
Cc1cccc(C)c1OCCSc1n[nH]c(N)n1	9%	-0.47	-0.26	0.41	1.3	-0.6%	1%	-0.1%	5%	26%	2%	4%
CCc1ccc(/C=C/C(=O)c2cc(Br)ccc(=O)c2O)cc1	-1%	-0.85	0.5	-0.15	-0.66	3.1%	17%	0.4%	-32%	-9%	-19%	-1%
CCN(CC)S(=O)(=O)c1ccc(N2CCN(c3ccccc3OC)CC2)c(N)c1	42%	nt	nt	nt	nt	1.2%	nt	-0.2%	31%	nt	1%	-15%
Cc1cc(NC(=O)c2c(Br)c(C)nn2C)no1	4%	-0.87	-0.29	-0.81	1.2	-1.2%	7%	-0.1%	-23%	6%	5%	-8%
CN(c1ccccc1C(=O)Nc1ccccc1C(=O)NCc1ccco1)S(C)(=O)=O	4%	-0.8	-0.097	-0.5	0.59	1.8%	4%	-0.2%	-17%	1%	1%	-31%
N=C1C(c2nc3ccccc3s2)=C(O)CN1Cc1ccccc1	-86%	-0.34	0.036	0.2	0.57	-3.3%	7%	-0.4%	-63%	-10%	14%	-12%
O=C(CSc1ncnc2nc[nH]c12)c1ccccc1	-39%	-0.79	-0.23	-0.22	1.2	-2.3%	1%	-0.2%	-24%	6%	?	3%
